K1F lysis inhibition = protection from phage-mediated lysis, alamar blue read-out – E. coli UTI89, K1F phage, bacterial capsule biogenesis inhibitors (AID 488966); E. coli UTI89 K1F phage lysis, alamar blue, 2 h; higher % means a stronger effect; 340,000 compounds, 0.02% hits; inhibition, % at 100 µM; hits with a dose series show IC50 in µM;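 active means phage lysis inhibition, versus mean bacterial control, above a set limit; inconclusive means no clear call, values can overlap the other calls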;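 further: capsule biogenesis inhibitors block K1F phage lysis so surviving cells raise fluorescence; higher fluorescence means more inhibition of phage lysis; actives were called in the ten point dose series up to 300 µM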
LYP inhibition = PTPN22 lymphoid phosphatase activity blockers – biochemical, fluorescence intensity, uHTS (AID 1779) | recombinant LYP phosphatase, fluorescence intensity; higher % means a stronger effect | inhibition, % at 11.5 µM; hits with a dose series show IC50 in µM | 290,000 compounds, 0.054% hits; in the data active means inhibition above about 50%;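 further: plate controls were vehicle with enzyme for no effect and no enzyme for full effect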
NS5 inhibitors = Dengue-2 NS5 methyltransferase inhibitors, primary screen, biochemical, confirmation dose response (AID 588689). 340,000 compounds, 0.3% hits. Dengue-2 NS5 methyltransferase capping enzyme assay, biochemical; higher % means a stronger effect. one-dose inhibition, % at 25 µM; IC50 in µM for titrated hits; in the data active means a potency from the dose series; inconclusive means inhibition above about 29% without an active follow-up result
AID2073 = inhibitors of Mint1-CaV2.2 protein interaction, biochemical, HTRF (AID 2073). HTRF protein-protein interaction, Mint1-CaV2.2; higher % means a stronger effect. inhibition, % at 20 µM; hits with a dose series show IC50 in µM. 290,000 compounds, 0.19% hits; in the data active means inhibition mostly above about 51%, no sharp cut-off; inconclusive means no clear call, values can overlap the other calls; inactive means mostly below about 53%; further: some results filed as inactive read as strong as hits
GPR35 antagonists = GPR35 antagonists blocking zaprinast-driven arrestin recruitment, primary screen, imaging, U2OS, beta-arrestin-GFP, zaprinast agonist (AID 2058). U2OS GPR35 beta-arrestin-GFP translocation imaging, zaprinast antagonism; higher % means a stronger effect. 290,000 compounds, 0.052% hits. inhibition, % at 10 µM, or IC50 in µM where a hit was titrated;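 active means inhibition of at least 50% with at least 30 cells and total cytoplasm GFP at most 10,000,000; inconclusive means under 30 cells or total GFP of 10,000,000 plus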
RSV CPE inhibition = RSV antiviral activity via CPE protection, HEp-2 cells, primary 10 µM value included (AID 2391). HEp-2 cells, RSV-induced CPE inhibition; higher % means a stronger effect. CPE inhibition, % at 10 µM, or IC50 in µM where a hit was titrated. 310,000 compounds, 0.13% hits; in the data active means a potency from the dose series; inconclusive means CPE inhibition mostly from about 23% at the one dose, without a potency; inactive means the rest, 99 in 100 with CPE inhibition below about 21%; further: strong numbers were not always called active
NTR1 ag = NTR1-driven beta-arrestin-GFP spot formation – imaging, U2OS cells, high content, primary screen (AID 493036) | activation, % at 20 µM | agonist mode | 330,000 compounds, 0.17% hits;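 active means activation at or above 40% of the spot to cytoplasm intensity ratio, with at least 20 cells analyzed; inconclusive means wells under 20 cells, flagged as cytotoxic or low count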;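 further: 0% = DMSO without peptide and 100% = 100 nM NTR1 peptide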
Target sequence (P30989 whole entry, looked up): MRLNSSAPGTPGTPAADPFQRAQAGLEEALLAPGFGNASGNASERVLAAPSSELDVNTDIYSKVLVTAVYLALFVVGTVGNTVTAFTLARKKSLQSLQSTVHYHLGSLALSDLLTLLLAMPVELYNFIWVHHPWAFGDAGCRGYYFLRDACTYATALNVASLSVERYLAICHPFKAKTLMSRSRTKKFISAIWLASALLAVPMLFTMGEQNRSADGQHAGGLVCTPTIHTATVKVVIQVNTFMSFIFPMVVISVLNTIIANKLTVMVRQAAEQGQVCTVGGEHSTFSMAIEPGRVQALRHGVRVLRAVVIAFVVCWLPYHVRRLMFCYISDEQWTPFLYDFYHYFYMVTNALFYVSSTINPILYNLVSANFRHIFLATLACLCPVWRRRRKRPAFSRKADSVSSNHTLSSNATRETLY
WT yeast gro inh = growth inhibition of WT yeast, mitochondrial fusion screen | mitochondrial fusion phenotypic screen, WT strain | inhibition, % at 10 µM | 190,000 compounds, 2.1% hits | AID 1362; in the data active means inhibition above about 58%; tested in S. cerevisiae
Autophagy mod = alters autophagy in cells; MEF GFP-LC3 puncta imaging; test concentration mostly 10 µM; calls only at 10 µM (by protocol); 190,000 compounds, 0.98% hits; AID 463193;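 active means percentage of spot-positive cells more than 3 SD above its plate mean, without a fluorescence outlier flag or 80% toxicity; inconclusive means no clear call, values can overlap the other calls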;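 further: spot-positive cell cutoff set from DMSO-treated cells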
WT yeast gro inh mutant strain = also measured in WT yeast gro inh; calls as there; inhibition, %; mitochondrial fusion phenotypic screen, mutant strain inhibition
Autophagy mod cell loss 18 h = further read-out of Autophagy mod, marked with its call; toxicity, %; measured here: cell loss, nuclei count;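 cell loss after 18 h compound exposure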
NTR1 ag cell count 20 µM = recorded beside NTR1 ag, whose call it bears; cell count; measured here: cell count, cytotoxicity flag
NS5 inhibitors pilot replicate = also measured in NS5 inhibitors; calls as there; inhibition, %; measured here: pilot screen replicate inhibition
* = called active by the depositor; i = inactive; ? = inconclusive; / = no result given; [ ] = another dose, or the depositor's remark.

SMILES	K1F lysis inhibition	LYP inhibition	NS5 inhibitors	AID2073	GPR35 antagonists	RSV CPE inhibition	NTR1 ag	NTR1 ag cell count 20 µM	WT yeast gro inh	WT yeast gro inh mutant strain	Autophagy mod	Autophagy mod cell loss 18 h	others
COC(=O)c1nc(-c2ccc3c(n2)C(=O)C(N)=C(OC)C3=O)c(N)c(-c2ccc(OC)c(OC)c2O)c1C	-0.2%	1%	55%	19%	-15%	0.0%	2.3	80	/	/	/	/
CCOP(=O)(OCC)C(O)c1ccc(OC)cc1OC (stereo not given)	2.2%	-4%	1%	10%	-8%	2.3%	2.1	59	-17	-8	i	-2
COc1ccc(-n2c(O)c(C(C)=NCCCn3ccnc3)c(=O)[nH]c2=O)cc1	0.8%	-8%	-5%	3%	7%	1.1%	-0.3	81	-2	5	i	8
O=[N+]([O-])c1ccccc1CCl	-1.1%	/	-6%	/	/	0.3%	-2.1	59	/	/	/	/
CCOc1ccccc1N1C(=O)NC(=O)/C(=C/c2ccc3c4c(cccc24)CC3)C1=O	-0.5%	-4%	28%	34%	6%	3.3%	1.4	37	0	-15	i	2
S=C=Nc1ccccn1	0.3%	-7%	0%	-9%	7%	2.4%	-3.0	48	-6	20	i	12
Cc1cc(/C=C2\C(=O)NC(=O)N(c3cccc(F)c3)C2=O)c(C)n1-c1ccc(C(=O)O)c(Cl)c1	0.9%	-4%	27%	14%	10%	0.8%	1.4	50	/	/	/	/
COCc1cc(C2SCC(=O)Nc3c2c(=O)[nH]n3C(C)C)ccc1OC (stereo not given)	9.5%	-11%	-3%	7%	12%	0.0%	-1.0	66	4	-1	i	-3
Cn1cccc1/C=C1\C(=O)NC(=O)N(Cc2ccccc2)C1=O	-0.2%[50 µM]	-4%	23µM*	15%	-2%	0.0%	1.6	37	/	/	/	/
O=c1[nH]c(=S)n(-c2ccc(Cl)cc2)c(O)c1C=Nc1ccc(N2CCOCC2)cc1	0.1%	6%	?	35%	-18%	0.0%	1.2	110	0	-14	i	1
CCN1C(=O)NC(=O)/C(=C\c2cn(CC(=O)N3CCCCC3C)c3ccccc23)C1=O (stereo not given)	-0.1%	-2%	?	0%	-2%	1.3%	0.9	64	/	/	/	/
O=C(Nc1c(F)cc(F)cc1F)c1cccn(Cc2ccccc2)c1=O	-1.8%	0%	-4%	2%	-8%	0.4%	0.1	42	-6	15	i	4
CSCCC(N=Cc1c(O)n(-c2ccc(Cl)cc2)c(=O)[nH]c1=O)C(=O)OC(C)(C)C (stereo not given)	0.8%	-6%	-9%	22%	-2%	-1.6%	-2.2	69	6	9	i	-7	NS5 inhibitors pilot replicate=-4.9
Cn1c(C(=O)O)c(CC(=O)N2CCN(Cc3ccccc3)CC2)c2ccccc21	1.4%	-6%	2%	15%	9%	1.4%	-0.5	54	-9	-3	i	2
COc1ccccc1-n1c(-c2ccc(C)cc2)nc2ccccc2c1=O	0.4%	-9%	-1%	1%	-15%	/	1.9	80	/	/	/	/
O=[N+]([O-])c1ccc(Nc2ccccc2)cc1	0.3%	0%	-2%	3%	2%	9.6%	-1.0	78	19	14	i	14
O=c1c2ccccc2nc(-c2ccccc2)n1-c1ccc(O)cc1	0.0%	-7%	/	5%	-3%	0.2%	0.1	85	-8	12	i	12
COc1ccccc1CNC(=O)CCC(=O)N1C[C@H]2C[C@@H](C1)c1cccc(=O)n1C2	9.2%	-7%	4%	6%	-14%	1.4%	1.4	75	/	/	/	/
CCN1CCN(CC(=O)c2c(C)n(Cc3ccccc3)c3ccc(OC)cc23)CC1	4.5%	-2%	3%	7%	-6%	0.9%	-0.2	85	10	-7	i	-1
CC1CCCC(C2(O)C(=O)Nc3ccccc32)C1=O (stereo not given)	0.0%	0%	-9%	0%	-1%	2.4%	1.1	72	-2	2	i	-2
Cc1c(C=O)c2ccccc2n1Cc1ccc([N+](=O)[O-])cc1	1.3%	-1%	-4%	-1%	0%	1.5%	2.4	43	12	-9	i	15
CCN(CC)c1ccc(N=Cc2c(O)n(Cc3ccco3)c(=O)[nH]c2=O)cc1	9.4%	2%	?	-3%	13%	1.3%	5.6	48	/	/	/	/
CCN(CCNc1ccc([N+](=O)[O-])c2cccnc12)S(=O)(=O)c1ccc(Cl)cc1	-0.1%	-5%	-4%	-1%	4%	1.5%	0.6	76	25	2	i	12	NS5 inhibitors pilot replicate=-7.6
Nc1c(C(=O)NCCN2CCOCC2)c2nc3ccccc3nc2n1Cc1ccccc1	-0.6%	-10%	-9%	25%	0%	4.9%	1.5	52	/	/	/	/
O=C(CN1CCOCC1)c1cccc2ccccc12	0.8%	-2%	-6%	-25%	-7%	0.6%	1.7	66	-1	18	i	-1
COc1ccc(C(=O)C2CCCN(CCO)C2)c(C)c1 (stereo not given)	0.6%	4%	1%	8%	-1%	0.9%	-0.9	51	/	/	/	/
CCCCCCn1c(=O)c(C(=O)Nc2cccc(C)n2)c(O)c2ccccc21	0.7%	-6%	-4%	0%	-3%	4.8%	0.8	78	/	/	/	/
CC(C)n1nnnc1CN1CCN(C)CC1	-1.3%[50 µM]	-10%	6%	1%	6%	0.5%	1.5	53	47	-6	i	1
Cn1c(O)c(C=NCc2ccco2)c(=O)n(C)c1=O	5.5%	-10%	2%	-7%	17%	0.9%	1.6	55	-10	4	i	2
COc1ccc2[nH]cc(CCNCc3cccnc3)c2c1	-0.4%	-8%	-3%	-1%	7%	0.5%	2.4	57	/	/	/	/
CCOC(=O)c1c(/N=C/C2C(=O)NC(=S)NC2=O)sc2c1CCC2	/	0%	/	3%	9%	2.2%	/	/	-17	-38	i	13
CCNC(=S)N(C)CCc1cc2c(c(OC)c1C=C1C(=O)N(C)C(=O)N(C)C1=O)OCO2	/	-9%	/	14%	4%	0.7%	-0.8	69	/	/	/	/
COc1cc(C2SCC(=O)Nc3c2c(C)nn3-c2ccccc2)cc(OC)c1OC (stereo not given)	-0.1%	-6%	-9%	-4%	-8%	2.5%	1.6	86	-3	10	i	5	NS5 inhibitors pilot replicate=2.1
CCCCC1C(=O)NC(=S)NC1=O	/	-1%	/	25%	-13%	1.6%	-1.7	65	-9	15	i	-12
CCCCCn1c(=O)c(C(=O)Nc2cnccn2)c(O)c2ccccc21	2.7%	2%	-9%	42%	2%	-2.9%	12	44	5	5	i	4
CN(C)C(=O)Oc1noc2cc(Cl)ccc12	0.3%	-13%	0%	-10%	-12%	-0.4%	-0.8	47	/	/	/	/
Cc1cc(C=O)c(C)n1C1CC1	0.0%	-2%	-5%	2%	10%	0.0%	-0.6	66	4	4	i	-3
O=P1(Oc2ccccc2)OCCCS1 (stereo not given)	-0.8%	-5%	2%	-1%	-6%	3.2%	-0.3	66	/	/	/	/
CC(C)(C)C(=O)Nc1ccc(S(=O)(=O)N2CC3CC(C2)c2cccc(=O)n2C3)cc1 (stereo not given)	-0.1%	-7%	-1%	4%	-7%	0.4%	0.1	62	/	/	/	/
CCCCCCn1c(=O)c(C(=O)Nc2nc(CC(=O)OCC)cs2)c(O)c2ccccc21	0.1%	-6%	5%	5%	-4%	14%	0.2	55	/	/	/	/
COc1cc(C)c(CN2CC=C(c3ccc(F)cc3)CC2)cc1C	0.9%	-8%	3%	1%	1%	0.0%	4.1	57	/	/	/	/
CC(N)Cc1cn(Cc2ccccc2)c2ccccc12 (stereo not given)	0.4%	-12%	3%	12%	-7%	2.6%	-0.2	50	/	/	/	/
C[N+](C)(C)c1ccccc1	2.1%	-8%	-2%	3%	-2%	-0.8%	0.6	61	-16	3	i	-2
Nc1ncc(P(=S)(N2CCOCC2)N2CCOCC2)s1	1.5%	-13%	4%	3%	-8%	2.2%	0.1	50	-19	-5	i	-20
CC(Cc1ccccc1)NC(=O)NC(C)Cc1ccccc1 (stereo not given)	0.1%	-3%	0%	-8%	1%	0.6%	0.7	32	-5	0	i	-1
O=c1[nH]c2ccccc2o1	1.7%	-1%	-4%	0%	10%	/	2.2	93	-3	-15	i	1
Cc1cc(/C=C2\C(=O)NC(=S)N(C)C2=O)c(C)n1C1CCCCC1	1.1%[50 µM]	0%	-11%	-5%	1%	0.2%	0.4	55	6	7	i	8
COc1cccc(OCC(=O)N2CCN(C)CC2)c1	4.4%	-7%	-5%	0%	-2%	1.4%	-0.5	45	10	3	i	-7
C=CCn1cc(C=C2C(=O)NC(=O)NC2=O)c2ccccc21	0.4%	-5%	?	46%	-9%	0.3%	0.9	80	/	/	/	/
CCCCC1(CN2CCCC2=O)C(=O)NC(=O)NC1=O	0.1%	-6%	-6%	9%	6%	0.9%	-0.3	50	-1	11	i	3
O=c1[nH]c(=S)n(-c2ccc(F)cc2)c(O)c1/C=N/N1CCOCC1	0.5%	-3%	-11%	21%	6%	/	-0.7	40	/	/	/	/
O=[N+]([O-])c1ccc(Cl)c(Cl)c1Cl	-1.8%	/	-6%	/	/	1.9%	-1.8	66	/	/	/	/
O=C(c1cccc(Cl)c1)C1CCCN(Cc2cccc3cnccc23)C1 (stereo not given)	0.1%	-4%	-11%	1%	6%	1.9%	5.3	56	8	7	i	-21
O=C1NC(=O)N(c2ccc3c(c2)OCO3)C(=O)/C1=C\c1ccc(N2CCCCC2)o1	2.3%	3%	/	-3%	12%	0.8%	0.4	92	-6	-1	i	18
CCc1ccc(-n2c(O)c(/C=N/NC(=O)c3ccncc3)c(=O)[nH]c2=O)cc1	2.8%	3%	-10%	?	14%	0.7%	0.3	39	-12	0	i	0
Cc1ccc(-c2nn(Cc3ccccc3)cc2C=O)cc1C	-0.2%	2%	-3%	4%	13%	20%	6.8	42	5	18	i	-2
Clc1ccccc1NC1=NCCCS1	-0.8%	-9%	2%	0%	0%	1.2%	0.9	36	/	/	/	/
CC(=NCc1cccnc1)c1c(O)n(-c2ccc(C)cc2)c(=O)[nH]c1=O	1.4%	-4%	3%	0%	-8%	-0.5%	0.9	63	3	5	i	17	NS5 inhibitors pilot replicate=-2.4
O=c1[nH]c(O)c(N=Nc2ccc(SC(F)F)cc2)c(=O)[nH]1	0.1%	-15%	1%	-5%	-7%	1.8%	-0.7	59	/	/	/	/
O=P(NS(=O)(=O)c1ccc(Br)cc1)(Oc1ccccc1)Oc1ccccc1	-1.4%	-5%	2%	4%	-9%	-0.9%	0.9	50	6	15	i	-8

An excerpt; the hit share may differ from the screen's.
